RORgamma inh: ROR gamma (mouse) transcription inhibition; Drosophila S2 Gal4-RORgamma UAS-luciferase reporter, 20 h; Potency, µM (top dose mostly 53.6 µM), inactives show top-dose activity change, negative = inhibition, usual class: inhibitors; 310,000 compounds, 5.4% hits; AID 2551; also: % is scaled to controls: 0 for no effect and ±100 for the full control effect; nearly all actives have a fitted effect of over 60% in size
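A Gal4/UAS one-hybrid system in insect cells: metallothionein-promoter Gal4–ROR gamma fusion plus Photinus luciferase reporter. Copper sulfate 700 uM final, 20 hr ambient incubation, luminescent detection after 10 min with reagent.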
MLL CXXC-DNA inh: inhibitors of human MLL CXXC domain-DNA interaction; Q03164; MLL-CXXC / FITC-HOXA9 DNA fluorescence polarization; Potency, µM (highest dose often 115 µM), for the others: top-dose activity change, negative = inhibition, most hits filed as inhibitors; 290,000 compounds, 0.037% hits; active = well fitted inhibition curve with a large enough effect in the polarisation, with a control signal flat, not every such curve was filed as active; inconclusive = small, poorly fitted or top-dose-only effect, or effect the other way, or a change in a side signal; inactive = no such curve, though single readings can be large or run the other way; the % refers to the polarisation
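Purified MLL-CXXC (added from a 7 uM solution) was preincubated 5 min at ambient with pinned compounds in 50 mM Tris-HCl pH 7.5, 50 mM NaCl, 1 mM DTT, 0.05% BSA. Fluorescein-labeled HOX-A9 DNA (50 nM solution) followed, 30 min, then polarization read.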
p53 reactivator: restores transcriptional activity of mutant p53; H1299 p53-A138V BP100-luciferase reporter, luminescence, 24 h; 320,000 compounds, 0.063% hits; Potency, µM (titrated, usually from 92.2 µM), inactives show at the top dose activity change, positive = activation, hits mostly activators; also: % of control where 0% means no effect; nearly all actives have a fitted effect of over 45% in size
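p53-null H1299 cells stably carrying temperature-sensitive p53-A138V and a BP100-luciferase reporter were pinned with compounds (4-point, 1:5 series) and held 24 hrs at 37 deg C. Luminescence was read 10 min after detection reagent.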
FLuc counter: counter-screen for miR-21 project: firefly luciferase inhibitors or activators; P08659; purified FLuc, Km substrates, luminescence inhibition; Potency, µM (titrated, usually from 57.5 µM), inactives show at the highest dose activity change, negative = inhibition, actives largely listed as inhibitors; 360,000 compounds, 6.9% hits;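 also: plate controls were vehicle for no effect and reference inhibitor for full effect; nearly all actives have a fitted effect of over 55% in size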
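Purified P. pyralis luciferase, 10 nM final, with Km-level 10 uM D-luciferin and 10 uM ATP in 50 mM Tris acetate pH 7.5, 10 mM Mg acetate, 0.01% Tween-20, 0.05% BSA; 6-point qHTS titration about 60 µM downward; luminescence read.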
uPA generation: blocks generation of uPA at the cell surface; AID 540303; 330,000 compounds, 0.31% hits; Potency, µM (highest dose often 38.3 µM), for inactives: top-dose activity change, negative = inhibition, usual class: inhibitors; cell surface uPA generation assay, qHTS; active = well fitted inhibition curve with a large enough effect; inconclusive = small, poorly fitted or top-dose-only effect; inactive = no such curve, though single readings can be large or run the other way; tested in mouse RAW 264.7 cells; also: % is scaled to controls: 0 for no effect and ±100 for the full control effect; nearly all actives have a fitted effect of over 55% in size
BRCA1 expr up: BRCA1 expression activation | MCF7-BRCA1-FFLuc reporter, luminescence, 48 h; response scale: scaled: vehicle 0%, 10 µM genistein 100% | AID 624202 | Potency, µM (highest dose often 46.1 µM), for inactives: at the highest dose activation, usual class: activators | 380,000 compounds, 1.1% hits; also: nearly all actives have a fitted effect of over 80% in size; some results filed as inactive show a strong effect at the top dose
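MCF7 cells carrying a BRCA1-firefly luciferase reporter (2000 cells/well, phenol-red free MEM) were attached for 2 h at 37 °C, then given compounds for 48 h. Luminescence was read 15 min after luciferase reagent; activity normalized to genistein (10 microM) and DMSO.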
Gal4-VP16 FLuc: Gal4-VP16 reporter inhibition counter-screen. Drosophila S2 Gal4-VP16 UAS-luciferase, luminescence, 20 h. Potency, µM (series often up to 53.6 µM), inactives show at the top dose activity, negative = inhibition, usual class: inhibitors. 310,000 compounds, 3.5% hits;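 also: Gal4-VP16 expression switched on by copper sulfate through the metallothionein promoter; % is scaled to controls: 0 for no effect and ±100 for the full control effect; nearly all actives have a fitted effect of over 50% in size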
MBNL1 CUG block: inhibitors of human MBNL1 binding to CUG repeat RNA; TR-FRET MBNL1-His/biotin-(CUG)12 binding, 665/545 ratio; Potency, µM (doses to about 57.5 µM), for inactives: at the top dose activity change, negative = inhibition, hits mostly inhibitors; 280,000 compounds, 0.036% hits; active = well fitted inhibition curve with a large enough effect in the signal ratio, with a control signal flat, not every such curve was filed as active; inconclusive = small, poorly fitted or top-dose-only effect, or effect the other way, or a change in a side signal; inactive = no such curve, though single readings can be large or run the other way; the % refers to the signal ratio; also: % is scaled to controls: 0 for no effect and ±100 for the full control effect
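His-tagged MBNL1 binding to biotinylated (CUG)12 RNA was measured by TR-FRET using terbium anti-His antibody (0.055 ng/ul final) and streptavidin-XL665 (5 nM final). Compounds were titrated 92 nM to 58 uM; 60 min at room temperature.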
NPC1 prom act: activators of NPC1 promoter. Huh7 NPC1 promoter luciferase reporter, 24 h. Potency, µM (doses to about 9.22 µM), for the others: top-dose activation, most hits filed as activators. 320,000 compounds, 2.4% hits;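 also: % of control where 0% means no effect; nearly all actives have a fitted effect of over 60% in size; reporter is driven by a mutant NPC1 promoter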
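Stably transfected Huh7 (NPC1 promoter→luciferase), 1500 cells/well in Opti-MEM + 10% FBS, 2 h settle, then compound 24 h at 37 °C. Luminescence after 10 min with Amplite reagent.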
Rab9 prom act: activators of Rab9 promoter | Potency, µM (highest dose often 9.22 µM), inactives show top-dose activation, negative = inhibition, actives largely listed as activators | 320,000 compounds, 2.8% hits | Huh7 Rab9 promoter-luciferase reporter, luminescence, 24 h | AID 485297; also: % of control where 0% means no effect; nearly all actives have a fitted effect of over 60% in size
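Stable Rab9-luc Huh7, 1500 cells/well, 2 h settle; cmpd in DMSO, 24 h, 37 °C/5% CO2; luciferase reagent 10 min RT; luminescence.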
ELG1 genotox: genotoxicity induction in ELG1-luciferase HEK293T cells | 330,000 compounds, 1.3% hits | AID 504466 | Potency, µM (doses to about 46 µM), for the others: top-dose activity change, positive = activation, hits mostly activators | HEK293T ELG1-luciferase reporter, luminescence, 16 h; also: % of control where 0% means no effect; nearly all actives have a fitted effect of over 60% in size
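Luminescence read-out: rising ELG1-luciferase signal, reflecting elevated ELG1 protein under genetic stress, flags genotoxic compounds. Cells were treated for 16 hr at 37 °C before ONE-Glo detection.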
Active calls of the source: *; ? = inconclusive; . = no result given; & = joins results of further samples; [ ] = dose if it differs, or a comment. Unless noted, calls follow the shape of the dose curve; as a rule, active = well fitted curve in the direction sought with a large enough effect; inconclusive = small, poorly fitted or top-dose-only effect, or another doubt; inactive = no such curve, though single readings can be large; an effect the other way counts as inactive or inconclusive. Potency is read from the fitted curve at half-maximal effect. These rows are one share of the data (hit frequency here may not be typical).

no.	compound	MBNL1 CUG block	Gal4-VP16 FLuc	NPC1 prom act	Rab9 prom act	uPA generation	p53 reactivator	MLL CXXC-DNA inh	ELG1 genotox	FLuc counter	RORgamma inh	BRCA1 expr up
1	N#CCCn1cc(/C=C(\C#N)c2nc3ccccc3s2)c(-c2ccc(F)cc2)n1	?	-5%	-25%	1%	-1%	1%	5%	6%	-2%	-9%	-8%
2	COc1ccc(/C=C/C(=O)Nc2ccc3nc4n(c(=O)c3c2)CCCC4)cc1	14%	-17%	-1%	1%	-12%	-3%	6%	5%	-12%	1%	-4%
3	CSc1nc(-c2ccccc2)nc(C(Cl)Cl)n1	-8%	?	-35%[inhibitor]	-53%[inhibitor]	-8%	13%	9%	-19%	6%	7.1µM*	-88%
4	COCCC(=O)N1CCC(n2nccc2NC(=O)CCc2ccccc2)CC1	3%	0%	0%	0%	0%	-17%	-2%	1%	0%	-5%	0%
5	COc1ccc(CNC(=O)c2ccc(Cn3nc(C)c([N+](=O)[O-])c3C)o2)cc1	40%[activator]	5µM*	-23%	-40%[inhibitor]	-5%	12%	-2%	?	1%	5.6µM*	-18%
6	CCNC(=O)CC1C(=O)N(c2ccc(OC)cc2)C(=S)N1CCc1ccncc1 (stereo not drawn)	.	3%	-1%	1%	.	-3%	0%	0%	0%	19%	.
7	CCCn1c2ccccc2c2cnn(CC(=O)NC3CCCCC3C)c(=O)c21 (stereo not drawn)	3%	-19%	1%	-3%	5%	2%	4%	1%	1%	-27%	-8%
8	O=[N+]([O-])c1cccc(N(CC(O)CN2CCCC2)S(=O)(=O)c2ccccc2)c1 (stereo not drawn)	18%	-9%	1%	1%	5%	?	4%	-1%	-1%	-11%	13%
9	CCOc1ccc(/C=N/NS(=O)(=O)c2ccc(C)cc2)cc1OC	8%	-2%	-1%	2%	-14%	1%	-13%	0%	-2%	24%	3%
10	CC1CCN(S(=O)(=O)c2ccc(C(=O)Nc3nnc(C4=COCCO4)o3)cc2)CC1	3%	1µM*	-2%	-1%	?	-1%	3%	-13%	2%	1.1µM*	0%

Continuation.
no.	compound	MBNL1 CUG block	Gal4-VP16 FLuc	NPC1 prom act	Rab9 prom act	uPA generation	p53 reactivator	MLL CXXC-DNA inh	ELG1 genotox	FLuc counter	RORgamma inh	BRCA1 expr up
11	Cc1ccc(CN2CCN(C3CCOCC3)CC2CCO)cc1 (stereo not drawn)	-4%	-13%	1%	1%	-3%	1%	-10%	2%	0%	3%	-19%
12	CS(=O)(=O)N(CC(=O)N1CCc2ccccc2C1)c1cccc(F)c1	7%	-2%	-3%	-2%	-6%	.	19%	-2%	7%	-36%	18%
13	O=C(c1ccc([N+](=O)[O-])cc1)N1CCOC12CCN(c1ncc(C(F)(F)F)cc1Cl)CC2	1%	10%	.	.	5%	.	-2%	.	2%	1%	0%
14	COc1ccc2[nH]c(=O)c(CN(C(C)=O)C3CCCCC3)cc2c1	-13%	-3%	9%	4%	0%	27%	5%	3%	2%	-1%	-2%
15	CC1=CC(C)(C)N2C(=O)C3(C(C#N)=C(N)OC4=C3C(=O)CC(C)(C)C4)c3c(C)c(C)cc1c32 (stereo not drawn)	1%	?	-5%	0%	.	-8%	0%	0%	7%	1%	-22%
16	O=C(CN1C(=O)c2ccccc2C1=O)Nc1cccc(S(=O)(=O)Nc2ccccc2Cl)c1	.	6%	1%	2%	4%	-3%	-9%	-3%	2%	-6%	13%
17	Cc1ccc(S(=O)(=O)N2CCC(C(=O)Nc3ccc(N4CCOCC4)cc3)CC2)cc1C	.	.	-2%	-7%	19%	1%	.	0%	3%	.	-1%
18	CCN(CC)CCSc1nnc(Nc2ccccc2)n1-c1ccccc1	-10%	-2%	0%	8%	2%	18%	18%	3%	-4%	13%	-3%
19	CCOC(=O)N1CCN(C(=O)C(C)(C)Oc2ccc(Cl)cc2)CC1	-3%	8%	-3%	5%	3%	-6%	2%	-3%	2%	4%	8%
20	COc1ccc(OC)c(-c2nn(-c3ccccc3)cc2C(=O)NCC(c2cccs2)N2CCOCC2)c1 (stereo not drawn)	.	.	-7%	1%	-24%	-9%	.	-1%	2%	.	-26%

The results go on:
no.	compound	MBNL1 CUG block	Gal4-VP16 FLuc	NPC1 prom act	Rab9 prom act	uPA generation	p53 reactivator	MLL CXXC-DNA inh	ELG1 genotox	FLuc counter	RORgamma inh	BRCA1 expr up
21	Cc1ccc(-n2nc(CN3CCOCC3)c(-c3ccccc3)c2N)c(C)c1	-5%	0%	-1%	-3%	7%	3%	14%	-2%	2%	-17%	-6%
22	Cc1ccnc(NC(=O)CNC(=O)c2ccc3ccccc3c2)c1	.	.	0%	-2%	-11%	9%	.	21µM*	?	.	2%
23	CS(=O)(=O)N1CCN(c2ccc(NC(=O)COc3ccccc3)cc2)CC1	2%	6%	2%	-2%	-9%	5%	13%	0%	0%	-22%	-21%
24	O=C(O)c1cc(NN=C2CCN(Cc3ccccc3)CC2)ccc1Cl	3%	-9%	4µM*	2.8µM*	10%	19%	3%	?	?	-1%	3.2µM*
25	CC(C)(C)c1ccc(C(=O)NC(=S)NNC(=O)c2cccs2)cc1	5%[11.5 µM]	7.1µM*	1%	-3%	0%	20%	-3%	?	?	4µM*	-50%
26	CC(=O)c1cccc(NC(=O)c2onc(C)c2Cl)c1	-2%	2%	21%	10%	-12%	3%	-2%	15%	-5%	12%	32%
27	COc1ccc(Nc2nc(-c3ccccc3)cs2)cc1	0%	-13%	28%	2.5µM*	.	?	8%	0.58µM*	0.6µM*	?	21%
28	COCc1cc(C)nc(OCC(=O)N/N=C/c2ccc(C)o2)c1C#N	?	?	-3%	-1%	6%	-1%	1%	16%	-2%	7%	-11%
29	COc1ccc(/C=N/N2CCOCC2)cc1OCc1ccccc1	8%	4%	2%	5%	4%	-2%	9%	2%	-6%	17%	-32%
30	O=C(Nc1ccc(C(F)(F)F)cc1)C1CCCN1S(=O)(=O)c1cccc2cccnc12 (stereo not drawn)	9%	-5%	0%	-6%	.	-16%	-3%	-9%	-5%	44%	-59%

(list continues)
no.	compound	MBNL1 CUG block	Gal4-VP16 FLuc	NPC1 prom act	Rab9 prom act	uPA generation	p53 reactivator	MLL CXXC-DNA inh	ELG1 genotox	FLuc counter	RORgamma inh	BRCA1 expr up
31	COc1ccc(C(=O)CC2(C(=O)O)CCCCC2)cc1	-3%	2%	1%	4%	13%	18%	0%	-5%	5%	17%	-4%
32	C/C(=N\NC(=O)CNC(=O)c1ccccc1Br)c1ccco1	?	-1%	-3%	-2%	2%	-1%	-1%	1%	-1%	-16%	8%
33	O=C(CN1CCCc2ccccc21)NCc1ccccc1Cl	4%	3%	2%	-5%	3%	10%	13%	-2%	?	-7%	1%
34	C/C(CC(=O)NC1CCCCC1)=N\NC(=O)c1ccc(Br)cc1	?	11µM*	-6%	0%	8%	5%	-8%	0%	-2%	13µM*	4%
35	CC(=O)NCC1COc2ccccc2O1 (stereo not drawn)	-3%	0%	-3%	1%	16%	-2%	-6%	-1%	-2%	-18%	5%
36	COc1ccc2oc(=N)c(C(=O)Nc3ccccc3)cc2c1	?	-5%	?	3.2µM*	9%	?	-16%	?	0.95µM*	-15%	50%
37	CC(=O)c1cc2c(cc1NC(=O)CCn1cccc1)OCO2	?	?	0%	2%	6%	10%	4%	-1%	0%	-14%	-20%
38	Cc1ccnc(SCCn2c(N3CCCCC3)nc3c2c(=O)n(C)c(=O)n3C)n1	-3%	5%	-4%	0%	-1%	5%	-4%	-7%	2%	-2%	9%
39	CC1(C)NC(=O)N(CC(=O)Nc2cc(S(=O)(=O)N3CCOCC3)ccc2N2CCOCC2)C1=O	-6%	-24%	-5%	-1%	.	-6%	-4%	1%	3%	-5%	.
40	CCc1noc(C)c1C(=O)Nc1nc(-c2ccc(OC)c(OC)c2)cs1	.	.	-4%	-7%	-12%	-9%	.	-39%[inhibitor]	-13%	.	-33%
41	CC(C)[C@H](NC(=O)[C@@H]1CSCN1C(=O)OC(C)(C)C)C(=O)NCC1CCC(C(=O)O)CC1 (stereo partly drawn)	0%&-12%	17%&-6%	-1%&0%	-4%[1.84 µM]	3%	-8%	8%&0%	1%	-1%&4%	23%&0%	13%
42	COc1ccc(OC)c(C2/C(=C(/O)c3ccc(C)cc3)C(=O)C(=O)N2Cc2ccco2)c1 (stereo not drawn)	-11%	-7%	-2%	-4%	-1%	-1%	-2%	3%	4%	-8%	-10%
43	COC(=O)c1cc2occc2n1CC(=O)Nc1ccc(OC)c(OC)c1	-6%	-3%	-1%	-1%	1%	-3%	1%	1%	2%	1%	14%

Bioassay records from PubChem.
